# Bim-Bfl-1: inhibitors of Bim-Bfl-1 interaction, human; inhibition, % at 10 µM; hit rate 0.12% among 190,000; Q16548; AID 1008; Bead-based flow cytometry, Bim-Bfl-1 binding inhibition;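 further: 0% = wells without compound plus tracer and 100% = blocker peptide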
# ABCG2 inh: human ABCG2 inhibition, ABCB1 as counter-screen | hit rate 0.1% among 190,000 | IgMXP3 cells, JC-1 efflux, flow cytometry | inhibition, % at 6.6 µM | Q9UNQ0;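 active means inhibition above 80%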;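 further: 0% = DMSO and 100% = nicardipine control wells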
# Target sequence (Q9UNQ0 whole entry, looked up): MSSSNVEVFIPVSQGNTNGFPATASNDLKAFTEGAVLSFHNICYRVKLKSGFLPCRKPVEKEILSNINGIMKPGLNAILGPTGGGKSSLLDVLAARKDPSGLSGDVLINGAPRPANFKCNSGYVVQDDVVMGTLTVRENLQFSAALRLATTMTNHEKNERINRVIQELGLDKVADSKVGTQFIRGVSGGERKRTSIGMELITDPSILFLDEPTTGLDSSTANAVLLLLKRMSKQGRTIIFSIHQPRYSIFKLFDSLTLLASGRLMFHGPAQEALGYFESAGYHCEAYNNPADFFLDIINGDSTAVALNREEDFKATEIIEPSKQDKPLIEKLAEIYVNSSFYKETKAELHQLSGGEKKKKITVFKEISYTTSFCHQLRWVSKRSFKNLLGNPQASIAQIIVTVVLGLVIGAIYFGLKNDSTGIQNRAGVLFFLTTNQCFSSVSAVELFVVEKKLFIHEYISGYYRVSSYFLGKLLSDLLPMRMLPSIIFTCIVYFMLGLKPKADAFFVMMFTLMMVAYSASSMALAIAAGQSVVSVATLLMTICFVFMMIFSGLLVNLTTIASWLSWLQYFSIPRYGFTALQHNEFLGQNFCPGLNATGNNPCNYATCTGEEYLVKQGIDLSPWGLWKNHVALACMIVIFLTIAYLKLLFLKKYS
#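 Read-out basis: Efflux inhibition in percent versus controls | Test system: ABCG2 IgMXP3 and barcoded ABCB1 CCRF-Adr cell mix | Quantity: 3 million cells/mL in well | Schedule: 10 min at 25 °C | Control set: Nicardipine as high control, DMSO as low control | Reagent: JC-1 as fluorescent efflux pump substrate | Signal: Flow cytometry of retained JC-1 fluorescence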
# Bcl-XL Bim block: human Bim-Bcl-XL interaction inhibition. Q07817. Bim peptide-Bcl-XL binding, bead flow cytometry, fluorescence. inhibition, % at 10 µM. hit rate 0.04% among 190,000. AID 1007
# Target sequence (Q07817 whole entry, looked up): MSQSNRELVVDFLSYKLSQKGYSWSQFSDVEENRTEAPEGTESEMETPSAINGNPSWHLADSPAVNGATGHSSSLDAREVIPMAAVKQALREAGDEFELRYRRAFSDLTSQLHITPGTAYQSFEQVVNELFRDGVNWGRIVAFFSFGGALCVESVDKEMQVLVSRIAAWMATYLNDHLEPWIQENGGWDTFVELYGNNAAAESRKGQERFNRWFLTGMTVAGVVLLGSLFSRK
# Bcl-W Bim block: inhibitors of Bim-Bcl-W interaction, human. Q92843. bead-based flow cytometry, Bim peptide-Bcl-W binding. inhibition, % at 10 µM. hit rate 0.02% among 190,000;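 further: 0% = bound tracer without compound and 100% = peptide blocker; higher means less fluorescent Bim peptide bound to Bcl-W beads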
# Target sequence (Q92843 whole entry, looked up): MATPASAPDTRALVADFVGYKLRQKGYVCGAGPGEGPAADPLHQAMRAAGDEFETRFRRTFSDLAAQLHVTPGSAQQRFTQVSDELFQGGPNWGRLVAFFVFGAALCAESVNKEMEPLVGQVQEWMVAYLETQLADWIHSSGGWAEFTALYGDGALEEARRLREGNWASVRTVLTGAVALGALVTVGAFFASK
# Avidin fluor: avidin bead compound fluorescence profile; hit rate 0.38% among 220,000; fluorescence (KMESF) at 10 µM; Avidin beads, compound fluorescence 488/530 nm, flow cytometry; hits give high values; in the data active means fluorescence above about 47; further: inactives centre near 10
# Bcl-B Bim block: disrupts Bim peptide binding to human Bcl-B; hit rate 0.073% among 190,000; Q9HD36; AID 951; inhibition, % at 10 µM; bead-based flow cytometry;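 further: 0% = tracer peptide without compound and 100% = reference inhibitor peptide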
# RGS4-Gao reg: human RGS4-Galphao interaction regulation. P09471. Multiplexed bead flow cytometry, RGS4-Galphao binding; actives lie on both sides. binding response (% of control), % at 10 µM. hit rate 0.33% among 220,000; in the data active means binding response below about 49% or above about 150%; inactive means in between;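 further: fluorescent Galphao activated with aluminum fluoride binding bead-coupled RGS4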
# Bcl-2 Bim block: disrupts Bim peptide binding to human Bcl-2 | P10415 | Bead-based flow cytometry, Bim peptide-Bcl-2 binding | inhibition, % at 10 µM | hit rate 0.06% among 190,000; in the data active means inhibition above about 40%; inconclusive means no clear call, values can overlap the other calls;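 further: 0% = no compound wells with probe peptide and 100% = reference peptide inhibitor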
# GSH fluor: GSH bead compound fluorescence profile; GSH beads flow cytometry, compound fluorescence 488/530 nm; hits give high values; fluorescence (KMESF) at 10 µM; hit rate 0.25% among 190,000; in the data active means fluorescence above about 89;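 further: glutathione beads carrying GST-tagged Bcl family fusion proteins plus one bare bead set; values are compound well signal with DMSO vehicle wells as background; inactives centre near 16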
# RGS7-Gao reg: modulates binding of RGS7 to human Galphao | P09471 | Multiplexed bead flow cytometry; actives lie on both sides | binding response (% of control), % at 10 µM | hit rate 0.35% among 220,000 | AID 1439; in the data active means binding response below about 49% or above about 150%; inconclusive means no clear call, values can overlap the other calls; inactive means in between;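 further: fluorescent Galphao held in activated GDP-AlF4 state binding bead-coupled RGS7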
# ABCB1 block: blocks JC-1 efflux by human ABCB1 transporter; inhibition, % at 6.6 µM; P08183; hit rate 0.067% among 190,000; CCRF-Adr cells, flow cytometry; in the data active means inhibition above about 40%;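 further: 0% = vehicle and 100% = reference inhibitor; higher value means more JC-1 retained so stronger ABCB1 efflux block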
# * hit, by the source's call; u = inconclusive. Unless noted, no stated cut-off is given here; in the data, active means inhibition above about 40%.
SMILES,Bim-Bfl-1,ABCG2 inh,Bcl-XL Bim block,Bcl-W Bim block,Avidin fluor,Bcl-B Bim block,RGS4-Gao reg,Bcl-2 Bim block,GSH fluor,RGS7-Gao reg,ABCB1 block
O=C(NCc1cccs1)C(=O)NCC1OCCCN1S(=O)(=O)c1cccs1 (stereo unspecified),-1,0,-2,0,6,-5,100,2,12,99,0.0
C=CCn1c(SCC(=O)c2cccs2)nc2sc(CC)cc2c1=O,-11,8,-4,-1,17,-11,102,-16,21,103,3.2
CCn1cc(CNC(=O)/C=C/c2ccc([N+](=O)[O-])cc2)c(C)n1,0,3,-2,0,37,-3,104,-1,13,101,0.4
O=C(CCn1c(=O)sc2ccccc21)NCc1ccccc1,-4,2,-7,-7,18,-7,98,-8,14,98,0.1
Cn1c(-c2ccc(Cl)cc2)cnc1N,-4,6,-4,-2,6,0,107,-5,15,103,2.1
Nc1nc(SCC(=O)N2CCN(S(=O)(=O)c3ccc(Cl)cc3)CC2)n[nH]1,-3,0,-2,-1,12,-4,92,-1,12,101,0.2
CCc1ccc(C(=O)/C=C2\Sc3ccccc3NC2=O)cc1,0,-5,-7,-3,18,-4,97,2,5,102,-1.5
COc1ccc2c(c1OC)CN(C)CCc1cc3c(cc1C(=O)C2)OCO3,-6,0,-2,-3,11,-4,95,-4,13,96,-0.1
CC(C)(C)NC(=O)NC(=O)COC(=O)c1ccc2c(c1)S(=O)(=O)N=C1CCCCCN12,-17,1,-7,-4,16,-10,100,-14,9,98,0.1
CC(=O)c1ccc(NC(=O)C(=O)c2cn(CC(=O)N3CCCCC3)c3ccccc23)cc1,14,-1,1,0,17,2,102,9,12,101,0.1
NC(=O)Cc1ccc(Nc2nnc(-c3ccc(O)cc3)c3ccccc23)cc1,0,1,-5,-2,10,-6,101,0,11,100,0.4
COc1ccc(CNC(=O)CCCn2nc(C)c([N+](=O)[O-])c2C)cc1OC,-4,12,0,-1,10,-1,103,-4,10,100,0.7
CCOC(=O)N1CCN(C(=O)CSCC(=O)Nc2nc(-c3ccc(C)cc3)cs2)CC1,-1,-6,1,2,4,-2,83,-1,19,78,-2.4
CCOc1ccc(N2C(=O)c3cccnc3C2Nc2ccc(Cl)cc2)cc1 (stereo unspecified),0,9,0,0,7,-3,91,-1,15,93,2.1
CCOC(=O)c1ccc2c(c1)[nH]c(=S)n2CC,-3,4,-4,-10,11,-12,101,-3,12,104,0.7
COc1ccc(NC(=O)CSc2nnc(Cn3cnc4ccccc43)o2)cc1,-6,3,-1,-1,10,-3,99,-2,14,105,0.3
O=C1Nc2ccc(S(=O)(=O)N3CCCCCC3)c3cccc1c23,-3,2,0,0,2,-2,82,0,24,88,0.9
O=C(c1ccccc1)c1cccs1,-6,1,-2,-2,7,-4,104,-2,17,101,-0.4
NC(=O)c1ccc(NC(=O)c2ccccc2S(=O)(=O)c2ccccc2[N+](=O)[O-])cc1,11,0,3,0,13,3,96,14,7,95,0.4
Oc1c(Br)cc(C2N=C(c3ccccc3)NO2)cc1Br (stereo unspecified),0,5,0,0,11,1,98,-2,15,102,0.4
COc1ccc(Nc2nc(N)nc(SCc3nnc(C)s3)n2)cc1,-6,1,0,2,9,-1,101,-2,8,100,0.3
CCOC(=O)c1c(/N=C/N(C)C)sc2c1CCC2,-6,12,-3,-2,9,-8,109,-7,11,111,0.3
CC(C)c1nnc(N2C(=O)c3oc4ccccc4c(=O)c3C2c2ccco2)s1 (stereo unspecified),1,1,0,-1,20,-3,101,12,22,103,0.9
CNC(=S)NNC(=O)c1ccc2c(c1)OCO2,0,-1,-2,-4,10,-3,98,-6,17,92,0.5
Cc1cc(S(=O)(=O)n2cnc3cc([N+](=O)[O-])ccc32)ccc1Cl,1,2,-3,-1,2,-6,106,-1,7,105,0.0
Cc1ccc(Cc2cnc(NC(=O)C3=NCCN3)s2)cc1,-5,1,-1,-2,11,-7,98,3,24,99,0.3
Cc1cc(=O)[nH]c(SCC(=O)NCCC2=CCCCC2)n1,-5,8,-3,0,6,-8,101,-2,19,95,0.9
O=C(CSc1n[nH]c(-c2ccccc2Cl)n1)NCc1cccc(C(=O)O)c1,-4,1,0,9,13,0,104,2,10,103,0.4
CC(C)(C)N(NC(=O)OCc1ccccc1)C(=O)c1ccccc1,-1,22,-2,0,10,-7,107,2,5,109,2.7
CC(=O)Nc1ccc(N=C(C2=C(O)c3ccccc3C2=O)c2ccccc2)cc1,-1,-1,-2,1,8,-1,100,1,10,u,-0.3
Cc1cccc(C)c1OCC(=O)N1CC2(C)CC1CC(C)(C)C2 (stereo unspecified),-16,1,1,0,6,-11,103,-10,33,101,1.0
Brc1ccccc1CN1CCC(N2CCCCC2)CC1,5,0,9,4,5,11,101,5,55,98,0.1
CCC(C)NC(=O)c1cc2cc3ccc(OC)cc3nc2s1 (stereo unspecified),5,14,-2,-1,30,2,100,-3,22,101,0.6
Cc1cc(C)nc(N(C#N)Cc2ccccc2C)n1,4,2,-2,-1,6,0,101,-2,9,103,0.7
Cc1cc(NC(=O)CSc2cn(C)c3ccccc23)no1,-4,2,-3,-2,7,-5,100,-7,12,96,0.6
Cc1cc(NC(=O)c2ccc(-c3ccc(F)c(Cl)c3)o2)no1,4,14,0,-3,10,-1,99,0,17,u,0.3
COc1cccc(-c2cc(C(F)(F)F)n3nc(C(=O)N4CCCCC4c4cccnc4)cc3n2)c1 (stereo unspecified),-3,15,-2,-2,10,-4,99,-5,12,97,13
CCOC(=O)c1c(NC(=O)/C=C/c2ccco2)sc(C)c1C,-16,31,-6,-3,12,-6,101,-9,32,102,0.9
CCc1cc2c(=O)[nH]c(N3CCCC3)nc2s1,-2,2,-1,-3,4,0,93,-1,8,98,-1.4
Cc1ccc(C(=O)O)cc1-n1c(C)cc(C=O)c1C,-7,2,-3,-1,16,-2,97,0,13,100,0.3
O=C(Cn1c(=O)[nH]c2ccsc2c1=O)NC1CCCCCC1,-4,0,-3,-1,32,-6,98,-5,25,98,0.1
O=C(Nc1cccc(NC(=O)c2ccco2)c1)c1ccc([N+](=O)[O-])cc1,-7,5,-4,0,6,-4,107,-7,10,108,1.5
Cc1cc(C)n(CC(O)CN2c3ccccc3Sc3ccccc32)n1 (stereo unspecified),4,2,-1,4,17,4,101,-1,10,98,0.5
CCOC(=O)C1CCN(S(=O)(=O)c2ccc(Cl)cc2OC)CC1,-7,0,-3,7,8,-3,101,-4,4,105,0.3
O=C1C2C3C=CC(C3)C2C(=O)N1c1cccc(N2C(=O)C3C4C=CC(C4)C3C2=O)n1 (stereo unspecified),-14,6,-3,0,11,-6,94,-11,8,92,0.7
Cc1c(Cl)cccc1NC(=S)NCCC(C)C,-17,0,-5,0,16,-8,100,-6,36,100,0.5
O=C(CNS(=O)(=O)c1ccc(Br)s1)N1CCN(C(=O)c2ccco2)CC1,-4,1,-9,-1,7,-28,105,-9,47,98,-1.0
COc1ccc(NC2=CC(c3ccc(OC)c(OC)c3)N(c3ccc(OC)cc3)C2=O)cc1 (stereo unspecified),21,2,29,25,20,15,111,21,12,115,0.4
CCCN1CCN(C(=S)NCc2ccc(Cl)cc2)CC1,5,3,-3,-1,5,0,99,-7,24,102,2.4
CS(=O)(=O)N1N=C(c2ccc(Br)cc2)CC1c1ccc2c(c1)OCO2 (stereo unspecified),-9,0,-2,0,10,-8,104,-5,10,105,0.2
Cc1ccc2c(c1)C1CN(C)CCC1N2C(=O)c1ccccc1NS(=O)(=O)c1ccc(F)cc1C (stereo unspecified),-1,-1,-4,-1,6,-3,103,-3,9,100,0.6
OCCN1CCN(c2ncnc3c2sc2nc(N4CCOCC4)c4c(c23)CCC4)CC1,-3,-6,-1,0,5,5,111,1,10,108,-0.5
Cc1ccccc1-c1nnn(CC(=O)Nc2ccc3c(c2)OCCO3)n1,-4,1,-3,-4,10,-3,104,-4,12,104,0.2
O=C1CC2CS(=O)(=O)CC2N1C1CCCCC1 (stereo unspecified),2,3,1,2,5,1,99,2,11,100,0.6
COc1ccccc1N1CCN(CC(=O)N2CCCC2)CC1,-4,0,-1,-2,11,-1,103,-2,15,103,0.1
COc1ccc(CN(Cc2ccc(C(=O)O)cc2)C(=S)Nc2ccc(C)cc2)cc1OC,0,-1,-11,-10,8,-7,108,-7,20,102,-0.3
Cc1ccc(NC(=O)CSc2nnc(-c3ccccc3Br)o2)cc1C,-2,12,-4,-3,30,-3,99,-2,28,94,0.5
CCSc1ccccc1C(=O)NC1CCCCC1,-3,0,0,3,9,0,99,0,14,81,0.2
O=S(=O)(NCC(c1cccnc1)N1CCOCC1)c1cccs1 (stereo unspecified),-4,-1,-7,-6,5,-8,107,-8,15,104,-0.5
Cc1nc(N2CCCCC2)nc(N2CCCCC2)c1C=O,-5,8,-6,-2,8,-9,98,-3,25,102,1.1

# Compounds listed so far containing a COOH group:
SMILES,Bim-Bfl-1,ABCG2 inh,Bcl-XL Bim block,Bcl-W Bim block,Avidin fluor,Bcl-B Bim block,RGS4-Gao reg,Bcl-2 Bim block,GSH fluor,RGS7-Gao reg,ABCB1 block
O=C(CSc1n[nH]c(-c2ccccc2Cl)n1)NCc1cccc(C(=O)O)c1,-4,1,0,9,13,0,104,2,10,103,0.4
Cc1ccc(C(=O)O)cc1-n1c(C)cc(C=O)c1C,-7,2,-3,-1,16,-2,97,0,13,100,0.3
COc1ccc(CN(Cc2ccc(C(=O)O)cc2)C(=S)Nc2ccc(C)cc2)cc1OC,0,-1,-11,-10,8,-7,108,-7,20,102,-0.3

# Going on with the list:
SMILES,Bim-Bfl-1,ABCG2 inh,Bcl-XL Bim block,Bcl-W Bim block,Avidin fluor,Bcl-B Bim block,RGS4-Gao reg,Bcl-2 Bim block,GSH fluor,RGS7-Gao reg,ABCB1 block
O=CC1=C(N2CCOCC2)/C(=C\c2ccccc2)CC1,-7,16,-2,0,9,-7,100,-3,9,96,1.0
CCNc1nc(CN2CCOCC2)nc2sc3c(c12)CCC3,-17,11,-4,-1,25,-7,101,-5,21,101,0.1
CC(C)C(=O)Nc1cccc(NC(=O)c2ccc(Cl)cc2Cl)c1,11,18,8,3,11,0,105,10,9,114,1.1
O=S(=O)(Nc1cccc(-c2ccc3nncn3n2)c1)c1ccc(Cl)s1,-3,10,0,0,18,-2,106,0,11,102,0.0
COc1ccc(S(=O)(=O)NC(CC(=O)NCCc2ccccc2)c2ccco2)cc1 (stereo unspecified),-11,3,-3,0,14,-10,100,-2,53,105,1.4
CN1C(=O)/C(=C/C=C2/CCCN2C)N(C)C1=S,-6,6,-3,0,12,-8,101,-2,13,98,1.1
CS(=O)(=O)c1ccc(Cl)c(S(=O)(=O)NCc2ccccc2)c1,-16,30,-8,0,24,-11,97,-10,25,97,1.3
O=C(O)c1ccc(N/N=C/c2cc3c(cc2[N+](=O)[O-])OCO3)cc1,-7,0,-1,3,10,-8,100,-3,12,u,0.1
COc1cc(C2N(c3ccc(Cl)c(Cl)c3)C(=O)C3CCCN32)cc(OC)c1OC (stereo unspecified),-29,0,-5,-5,16,-9,99,-5,28,97,0.1
Cc1ccc(S(=O)(=O)N(C)Cc2nc(-c3ccc(Br)cc3)no2)cc1,-8,0,-2,-1,7,-4,99,-9,13,98,0.0
CN(C)c1oc(-c2ccc(Cl)cc2)nc1S(=O)(=O)c1ccccc1,-9,9,-7,-3,13,-7,91,-5,12,92,1.1

# High-throughput results as filed in PubChem BioAssay.
